TRHR agonist – qHTS for Small Molecule Agonists and Allosteric Enhancers of Human TRH Receptor: Primary Screen for Agonists. Thyrotropin-releasing hormone receptor (Homo sapiens), P34981. TRHR cells, calcium flux fluo-8, FDSS agonist mode. activation, % at 2 µM. actives 0.18% (n = 360,000). AID 493084, 2011; in the data active means activation above about 30%; further: 0% is about no effect
Target sequence (P34981 whole entry, looked up): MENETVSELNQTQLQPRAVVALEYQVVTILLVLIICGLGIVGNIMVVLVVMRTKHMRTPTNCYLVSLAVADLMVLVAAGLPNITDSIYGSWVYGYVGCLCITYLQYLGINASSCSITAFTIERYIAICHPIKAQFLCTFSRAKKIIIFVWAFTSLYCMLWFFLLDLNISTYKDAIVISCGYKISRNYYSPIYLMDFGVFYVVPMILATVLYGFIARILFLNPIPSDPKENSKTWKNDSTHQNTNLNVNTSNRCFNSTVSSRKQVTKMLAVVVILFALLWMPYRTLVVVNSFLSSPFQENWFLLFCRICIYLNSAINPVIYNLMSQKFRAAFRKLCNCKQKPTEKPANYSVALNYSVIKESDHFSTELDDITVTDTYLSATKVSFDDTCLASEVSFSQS
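Read-out: compound-evoked intracellular calcium rise in TRHR cells, fluo-8 dye, kinetic FDSS fluorescence at 1 s/cycle following a 10-cycle baseline. Cells cultured overnight before dye loading (30 min–1.5 h, RT).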
D1 antagonist – Antagonist of Human D 1 Dopamine Receptor: qHTS | AID 504652, 2011 | D(1A) dopamine receptor (Homo sapiens), P21728 | activity change, negative = inhibition, % at 10 µM | actives 3.2% (n = 360,000) | HEK293 TREx D1 cells, calcium flux, dopamine EC80; stronger effect = lower value; in the data active means activity change below about -30%; further: on the % scale 0 is the no-effect control and ±100 the full control effect
Target sequence (P21728 whole entry, looked up): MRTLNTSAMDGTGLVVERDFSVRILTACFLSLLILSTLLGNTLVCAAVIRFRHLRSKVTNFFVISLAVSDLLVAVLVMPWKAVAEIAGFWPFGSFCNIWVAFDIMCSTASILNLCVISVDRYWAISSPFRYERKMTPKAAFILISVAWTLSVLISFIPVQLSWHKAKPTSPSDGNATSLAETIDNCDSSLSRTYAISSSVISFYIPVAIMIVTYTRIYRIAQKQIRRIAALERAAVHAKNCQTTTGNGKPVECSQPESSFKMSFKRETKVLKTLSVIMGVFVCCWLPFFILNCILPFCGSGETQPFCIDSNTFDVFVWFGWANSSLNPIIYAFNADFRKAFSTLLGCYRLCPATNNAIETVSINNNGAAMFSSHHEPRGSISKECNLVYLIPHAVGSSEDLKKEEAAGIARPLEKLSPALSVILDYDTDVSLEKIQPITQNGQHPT
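Calcium flux readout: force-coupled, inducible Hek293 Trex D1 line, cells induced overnight at 30 C with tetracycline, dye-loaded 30–90 min at RT. Antagonism scored against EC80 dopamine challenge given 180 s after compound.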
D1 agonist – Allosteric Agonists of the Human D1 Dopamine Receptor: qHTS | HEK293 T-REx D1 cells, calcium flux, agonist mode | activation, % at 2 µM | actives 1% (n = 360,000) | D(1A) dopamine receptor (Homo sapiens), P21728; in the data active means activation above about 30%; further: 0% is about no effect
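Agonism was scored from calcium flux recorded over 180 s (1 read/s) after pintool compound addition, following a 10-cycle baseline. Cells were inducible force-coupled HEK293 TREx D1, plated overnight at 30 C and loaded with no-wash calcium dye.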
TRHR enhancer – qHTS for Small Molecule Agonists and Allosteric Enhancers of Human TRH Receptor: Primary Screen for Enhancers; TRHR cells, fluo-8 calcium fluorescence, EC20 TRH enhancement; enhancement, % at 2 µM; actives 0.66% (n = 360,000); in the data active means enhancement above about 30%; further: 0% is about no effect
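TRHR-expressing cells loaded with fluo-8 calcium dye were read kinetically (ex 480/em 530) during compound addition, then stimulated with an EC20 of TRH (10 nM final). Enhancement of the Gq-mediated intracellular calcium response was scored.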
RXFP1 antag – qHTS Assay for Antagonists of the Relaxin Receptor RXFP1 | HEK293-RXFP1, relaxin-stimulated cAMP HTRF, 30 min; stronger effect = lower value | actives 0.59% (n = 350,000) | activity change, negative = inhibition, % at 57.5 µM;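 active means activity change of -60% or lower, but not beyond a set lower limit; inconclusive means change between -60% and -40%, or beyond the set limit; inactive means change above -40%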; further: on the % scale 0 is the no-effect control and ±100 the full control effect
D2 potentiator – HTS Assay for Positive Allosteric Modulators of the Human D2 Dopamine Receptor: Primary Screen for Potentiators. HEK293 T-REx D2, calcium flux, EC20 dopamine potentiation. potentiation, % at 10 µM. actives 0.34% (n = 340,000);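 active means potentiation over 3 SD above the plate norm, cut at about 30% in these data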; further: 0% is about no effect
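Potentiation of an EC20 dopamine calcium response is measured in a force-coupled, tetracycline-inducible Hek293 Trex D2 line. Compound-only kinetic reads over 180 s flag agonists before dopamine addition.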
Apoferritin bind – qHTS Assay for Identification of Novel General Anesthetics. Potency, µM (top dose mostly 77.5 µM), for inactives: at the highest dose activity change, negative = displacement, most hits filed as inhibitors. apoferritin/1-aminoanthracene competitive binding, fluorescence. Ferritin light chain (Equus caballus), P02791. actives 0.074% (n = 350,000); further: potency means the concentration at half of the fitted maximal effect; on the % scale 0 is the no-effect control and ±100 the full control effect; nearly all actives have a fitted effect of over 20% in size
Target sequence (P02791 2-175 limits assumed): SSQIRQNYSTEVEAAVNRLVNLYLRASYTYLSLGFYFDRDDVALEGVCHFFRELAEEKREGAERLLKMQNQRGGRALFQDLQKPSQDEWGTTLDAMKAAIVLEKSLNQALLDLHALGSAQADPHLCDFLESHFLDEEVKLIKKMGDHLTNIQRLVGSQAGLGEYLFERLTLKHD
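10 uM apoferritin + 50% sat. 1-AMA, PBS; cpd 10 min RT; Ex380/Em535 endpoint; normalized to free probe vs complex; 4-param Hill fit; propofol titration as pos. ctrl.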
D1 potentiator – Potentiators of Human D1 Dopamine Receptor: qHTS; potentiation, % at 10 µM; HEK293 TREx D1 cells, calcium flux, dopamine EC20 potentiation; actives 0.036% (n = 360,000); in the data active means potentiation above about 30%; further: 0% is about no effect
RXFP1 ag – qHTS Assay for Agonists of the Relaxin Receptor RXFP1; HEK293T-RXFP1 cAMP TR-FRET, 30 min; response scale: percent of porcine relaxin response, buffer zero; AID 2676, 2010; Potency, µM (highest dose often 57.5 µM), inactives show top-dose activation, actives largely listed as activators; actives 0.3% (n = 370,000); Relaxin receptor 1 (Homo sapiens), Q9HBX9; further: potency means the concentration at half of the fitted maximal effect; on the % scale 0 is the no-effect control and ±100 the full control effect; nearly all actives have a fitted effect of over 60% in size; many of its hits are not listed in these tables
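HEK293T cells stably expressing RXFP1 were pretreated with the PDE4 inhibitor Ro 20174, exposed to compounds for 30 min at 37C, lysed, and cAMP was read by TR-FRET. Data normalized to buffer (basal) and 29 nM porcine relaxin (100%).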
The depositor's hits bear a star; ? = inconclusive; . = no result given; & = joins results of further samples. Unless noted, the call rests on the fitted dose curve; in most records, active means well fitted curve in the direction sought with a large enough effect; inconclusive means small, poorly fitted or top-dose-only effect, or another doubt; inactive means no such curve, though single readings can be large; an effect the other way counts as inactive or inconclusive. A portion of the library, so the mix of outcomes need not match the whole.

SMILES | TRHR agonist | D1 antagonist | D1 agonist | TRHR enhancer | RXFP1 antag | D2 potentiator | Apoferritin bind | D1 potentiator | RXFP1 ag
Cc1ccc(C(=O)COC(=O)c2ccccc2NC(=O)c2ccccc2)cc1[N+](=O)[O-] | 0.1 | 9 | 4 | 3 | 17 | -1 | 7% | -5 | -0.5%
COc1ccccc1CNC(=O)CNC(=O)c1ccc(Br)o1 | -0.1 | -6 | 0 | -2 | -24 | 5 | -3% | -5 | -1.0%
COc1ccc(CNC(=O)CCS(=O)(=O)Cc2cccc(Cl)c2)c(OC)c1 | -0.3 | -9 | 0 | 12 | -8 | 1 | -4% | -13 | 1.0%
NC(=O)c1nc(N2CCOCC2)nc(N2CCOCC2)n1 | 0.1 | -1 | 4 | -7 | 12 | -4 | 0% | 2 | 2.5%
CCOc1ccc(-c2cc(CCCC(=O)NCCc3ccc(OC)c(OC)c3OC)no2)cc1 | 2.1 | -6 | 2 | 3 | -18 | -2 | -12% | -8 | 0.3%
Cc1cc2cc(CN3C(=O)c4ccccc4C3=O)ccc2n1C | -0.5 | -7 | 0 | -3 | 4 | 6 | 5% | -2 | 23%
CCN1CCc2nc3sc(C(=O)c4ccccc4)c(N)c3cc2C1 | 9.5 | -10 | 28 | -6 | -2 | -2 | ? | -3 | 7.8%
CCCN(CCC)CCCNC(=O)C1CCN(S(=O)(=O)c2cccc3nsnc23)CC1 | 0.6&0.1 | -17&9 | 0&1 | 8&-3 | 4 | 19&3 | -2%&-13% | -6&-3 | 2.2%&23%
Cc1cccc(N(CC(=O)O)CC(=O)O)c1 | -0.4 | -11 | 1 | 14 | -4 | 3 | -16% | -4 | 0.4%
COc1ccc(N2CCN(CC(O)COc3ccc(F)cc3)CC2)cc1 (centres undefined) | -0.4 | -66* | 12 | 11 | -1 | 0 | -5% | -22 | 2.0%
O=C(CCCc1c[nH]c2ccccc12)Nc1ccc(S(=O)(=O)Nc2ncccn2)cc1 | -0.2 | -1 | 1 | 15 | -4 | 6 | -7% | -13 | -1.9%
CC(=O)Nc1c(-c2ccccc2)c2cc(Br)ccc2[nH]c1=O | -0.1 | 5 | 6 | 0 | -4 | 12 | -14% | -1 | 1.1%
O=C(CSc1nc2ccc([N+](=O)[O-])cc2[nH]1)NCCc1ccccc1 | -0.6 | 9 | 6 | 8 | 1 | -7 | ? | -3 | -0.3%
CCc1ccc(NC(=O)c2ccc(CN3CC(=O)N4CCCCC4C3=O)cc2)cc1 (centres undefined) | -0.4 | 6 | -1 | 6 | -2 | -1 | -11% | -1 | -0.4%
CN1C(=O)CSc2ccc(NC(=O)NCc3ccccc3)cc21 | -0.6 | 8 | 6 | -1 | 16 | -22 | -3% | -4 | -2.0%
CC1CCN(c2nc(/C=C/c3ccccc3)nc3ccccc23)CC1 | -0.1 | 12 | 2 | -7 | -17 | -4 | -3% | 19 | -0.9%
CC1(C)CC(NC(=O)c2ccc(Cl)c(Cl)c2)CC(C)(C)N1 | -0.2 | 1 | 2 | -5 | -1 | -2 | -7% | -5 | 0.2%
O=C(CN(C(=O)CCC(=O)Nc1nccs1)c1ccc2c(c1)OCO2)NCc1ccccc1 | 0.2 | 10 | 6 | 2 | -6 | -16 | -2% | -3 | 1.1%
Cc1cccc(-c2nc3scc(CCNC(=O)c4ccccc4Cl)n3n2)c1 | -0.4 | -21 | 1 | 0 | -12 | -1 | -3% | -1 | 2.1%
NC(=O)N/N=C/c1c(F)c(F)c(F)c(F)c1F | 0.0 | 9 | 0 | 2 | -15 | 15 | -6% | -7 | 0.1%
CSc1nnc(NC(=O)c2nc(S(=O)(=O)Cc3cccc(C)c3)ncc2Cl)s1 | 0.0 | 2 | 1 | -1 | -73* | -1 | ? | -2 | 2.1%
CCN(C(=O)CSc1nnc(-c2ccccc2C)n1C)c1c(N)n(Cc2ccccc2)c(=O)[nH]c1=O | 0.2 | 7 | 8 | -3 | -1 | 1 | . | 4 | 1.1%
Cc1ccc(NC(=O)CSc2nnc(C(F)(F)F)n2C)cc1[N+](=O)[O-] | 0.1 | -17 | 2 | 11 | 13 | -5 | -8% | -7 | 0.8%
CCOC(=O)CNC(=O)CSc1nnc(-c2ccccc2)n1Cc1ccco1 | 0.3 | -2 | 4 | 0 | -16 | 4 | -19% | -4 | 2.9%
C=CCn1c(N)c(C(=O)Nc2ccc(C)c(C)c2)c2nc3ccccc3nc21 | 0.6 | 7 | -1 | 2 | 1 | 2 | -19% | -1 | 0.4%
COc1ccccc1NC(=O)CN1CCN(C(=O)c2ccco2)CC1 | 0.5 | -2 | 0 | -2 | -17 | . | -11% | -11 | -0.6%
S=c1[nH]nc(-c2ccco2)n1C1CCCCC1 | 0.2 | -22 | 1 | -3 | -11 | 13 | -4% | -5 | 0.4%
CN(C)c1nc(C(N)=O)nc(N2CCOCC2)n1 | 0.2 | -15 | 0 | 6 | -5 | . | -6% | -5 | 1.9%
Cc1c(NC(=O)c2ccc(Br)s2)c(=O)n(-c2ccccc2)n1C | 1.1 | 1 | 0 | 2 | -10 | . | -7% | -2 | -2.4%
CC(C)c1[nH]nc2c1C(C(C)C)C(C#N)=C(N)O2 (centres undefined) | -0.1 | 5 | 2 | 4 | -13 | 17 | -14% | 3 | 0.0%
COc1cccc(C(=O)NC2CC(=O)N(c3ccc4c(c3)OCCO4)C2)c1OC (centres undefined) | -0.2 | . | 3 | 24 | . | 13 | -6% | -4 | 2.6%
CCOCCn1c(N2CCN(c3ccc(OC)cc3)CC2)nc2c1c(=O)n(C)c(=O)n2C | -0.2 | 0 | 0 | -1 | -16 | -9 | -8% | -2 | 0.5%
NC(=O)c1ccccc1NC(=O)CSc1nc2ccccc2c(=O)[nH]1 | -0.1 | -23 | 2 | -1 | -8 | 8 | -1% | -4 | 1.6%
CN(C)CCN(Cc1cccs1)S(=O)(=O)c1csc(C(N)=O)c1 | 1.4 | 3 | 4 | 7 | 9 | -6 | 1% | -5 | 0.2%
O=C(CSc1nnc(CNc2ccccc2)o1)N1CCc2ccccc21 | -0.1 | -24 | 5 | -4 | -15 | 3 | -15% | -1 | 0.5%
OC(CNCCC(c1ccccc1)c1ccccc1)COc1ccccc1 (centres undefined) | 1.2 | -61* | 11 | 7 | ? | -27 | -14% | -6 | -0.3%
CCc1ccc(CN(Cc2cn[nH]c2-c2ccc(OC)cc2)C(=O)Nc2ccc(Br)cc2)cc1 | -0.7 | 4 | 7 | 1 | -29 | 2 | ? | -2 | 1.7%
O=C(CN1C(=O)NC2(CCCc3ccccc32)C1=O)Nc1cccc(S(=O)(=O)N2CCCCC2)c1 (centres undefined) | -0.6 | -20 | 0 | -1 | -6 | 16 | -10% | -3 | 0.7%
Cc1ccc(NC(=O)c2ccc(OCC3CCCO3)cc2)c(C)c1 (centres undefined) | 0.9 | -9 | 4 | -2 | 3 | 2 | -17% | 2 | 0.0%
COc1cccc(N(C(=O)CNC(=O)c2ccco2)C(C(=O)NC2CCCC2)c2ccco2)c1 (centres undefined) | 0.2 | 20 | 2 | 9 | 8 | -3 | 8% | -5 | -1.0%

Quoted at random: 6 entries already listed
SMILES | TRHR agonist | D1 antagonist | D1 agonist | TRHR enhancer | RXFP1 antag | D2 potentiator | Apoferritin bind | D1 potentiator | RXFP1 ag
CCOCCn1c(N2CCN(c3ccc(OC)cc3)CC2)nc2c1c(=O)n(C)c(=O)n2C | -0.2 | 0 | 0 | -1 | -16 | -9 | -8% | -2 | 0.5%
COc1cccc(N(C(=O)CNC(=O)c2ccco2)C(C(=O)NC2CCCC2)c2ccco2)c1 (centres undefined) | 0.2 | 20 | 2 | 9 | 8 | -3 | 8% | -5 | -1.0%
CN(C)CCN(Cc1cccs1)S(=O)(=O)c1csc(C(N)=O)c1 | 1.4 | 3 | 4 | 7 | 9 | -6 | 1% | -5 | 0.2%
O=C(CSc1nnc(CNc2ccccc2)o1)N1CCc2ccccc21 | -0.1 | -24 | 5 | -4 | -15 | 3 | -15% | -1 | 0.5%
Cc1ccc(NC(=O)c2ccc(OCC3CCCO3)cc2)c(C)c1 (centres undefined) | 0.9 | -9 | 4 | -2 | 3 | 2 | -17% | 2 | 0.0%
COc1cccc(C(=O)NC2CC(=O)N(c3ccc4c(c3)OCCO4)C2)c1OC (centres undefined) | -0.2 | . | 3 | 24 | . | 13 | -6% | -4 | 2.6%

Later entries.
SMILES | TRHR agonist | D1 antagonist | D1 agonist | TRHR enhancer | RXFP1 antag | D2 potentiator | Apoferritin bind | D1 potentiator | RXFP1 ag
CN(C)S(=O)(=O)c1ccc2c(c1)nnn2CCNC(=O)Nc1ccc(Cl)cc1 | -0.1 | -7 | 0 | 0 | . | 0 | 0% | 0 | 1.1%
O=C(NCCc1c[nH]c2ccccc12)Nc1ccccc1 | 0.0 | -8 | 5 | -3 | -10 | 0 | -8% | -3 | 0.4%
O=[N+]([O-])c1ccc(NCCNc2ccc(Cl)nn2)cc1 | -1.4 | -12 | 0 | 3 | -2 | -6 | ? | -5 | 0.4%
CC1=C(OC(=O)C(C)(C)C)C(C)(C)C(c2ccccc2)OC1=O (centres undefined) | -0.1 | 10 | -1 | 5 | . | 18 | -13% | -3 | -1.3%
CC(C)(CNC(=O)c1cc(Cl)c(O)c(Cl)c1)N1CCCCC1 | 0.6 | 1 | 2 | 5 | 0 | 10 | -4% | 1 | -1.3%

Another view of 3 compounds above.
Each structure is followed by: TRHR agonist	D1 antagonist	D1 agonist	TRHR enhancer	RXFP1 antag	D2 potentiator	Apoferritin bind	D1 potentiator	RXFP1 ag
> O=C(NCCc1c[nH]c2ccccc12)Nc1ccccc1
    0.0	-8	5	-3	-10	0	-8%	-3	0.4%
> CC(C)(CNC(=O)c1cc(Cl)c(O)c(Cl)c1)N1CCCCC1
    0.6	1	2	5	0	10	-4%	1	-1.3%
> CC1=C(OC(=O)C(C)(C)C)C(C)(C)C(c2ccccc2)OC1=O (centres undefined)
    -0.1	10	-1	5	.	18	-13%	-3	-1.3%

Screening data as filed in PubChem BioAssay.
